Screens from PubChem BioAssay.
CHT inh – inhibitors of human choline transporter CHT; High affinity choline transporter 1 (Homo sapiens), Q9GZV3; hit rate 0.86% among 310,000; B-score at 10 µM; CHT-expressing cells, membrane potential dye, choline response; stronger effect = lower value; AID 488975, 2010;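 active = B-score over 3 SD under the library average, and starting fluorescence ratio not unusually high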;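 note: choline stimulus applied at its EC90 after an EC20 pre-addition; B-score computed on integrated fluorescence ratio after choline addition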
Target sequence (Q9GZV3 whole entry, looked up): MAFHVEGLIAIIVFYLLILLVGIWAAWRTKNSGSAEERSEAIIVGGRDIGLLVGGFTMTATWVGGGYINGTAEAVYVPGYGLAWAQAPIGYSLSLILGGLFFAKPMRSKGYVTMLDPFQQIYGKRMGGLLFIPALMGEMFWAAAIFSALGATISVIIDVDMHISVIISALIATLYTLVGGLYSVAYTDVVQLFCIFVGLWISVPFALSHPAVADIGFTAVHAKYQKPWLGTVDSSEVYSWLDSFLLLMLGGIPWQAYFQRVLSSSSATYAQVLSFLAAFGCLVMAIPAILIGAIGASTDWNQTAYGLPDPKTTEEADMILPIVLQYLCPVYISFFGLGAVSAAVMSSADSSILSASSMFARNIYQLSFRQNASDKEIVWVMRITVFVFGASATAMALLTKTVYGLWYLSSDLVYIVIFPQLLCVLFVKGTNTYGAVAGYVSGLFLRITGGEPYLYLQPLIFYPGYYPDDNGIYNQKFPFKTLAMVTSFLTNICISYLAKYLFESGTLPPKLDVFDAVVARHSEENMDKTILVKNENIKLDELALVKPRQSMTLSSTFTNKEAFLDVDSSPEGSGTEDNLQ
CHT allo act – CHT positive allosteric modulators, primary screen, cell-based, membrane potential dye, choline EC20; CHT-expressing cells; stronger effect = higher value; LV-AA mutant CHT in HEK293 cells; hit rate 0.49% among 310,000; B-score at 10 µM;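 active = initial fluorescence not abnormally high and integrated response B-score, plate-corrected, over 3 SD above library mean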
STK33 kinase inh – inhibitors of purified STK33 kinase, primary screen, biochemical, ADP-Glo luminescence, homogeneous, cell-free; inhibition, % at 10 µM; MBP phosphorylation; hit rate 0.073% among 320,000; AID 2661, 2010; Serine/threonine-protein kinase 33 (Homo sapiens), Q9BYT3;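 active = inhibition at or above 25%, using the most active replicate where run in duplicate; inactive = inhibition below 25%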
Target sequence (Q9BYT3 whole entry, looked up): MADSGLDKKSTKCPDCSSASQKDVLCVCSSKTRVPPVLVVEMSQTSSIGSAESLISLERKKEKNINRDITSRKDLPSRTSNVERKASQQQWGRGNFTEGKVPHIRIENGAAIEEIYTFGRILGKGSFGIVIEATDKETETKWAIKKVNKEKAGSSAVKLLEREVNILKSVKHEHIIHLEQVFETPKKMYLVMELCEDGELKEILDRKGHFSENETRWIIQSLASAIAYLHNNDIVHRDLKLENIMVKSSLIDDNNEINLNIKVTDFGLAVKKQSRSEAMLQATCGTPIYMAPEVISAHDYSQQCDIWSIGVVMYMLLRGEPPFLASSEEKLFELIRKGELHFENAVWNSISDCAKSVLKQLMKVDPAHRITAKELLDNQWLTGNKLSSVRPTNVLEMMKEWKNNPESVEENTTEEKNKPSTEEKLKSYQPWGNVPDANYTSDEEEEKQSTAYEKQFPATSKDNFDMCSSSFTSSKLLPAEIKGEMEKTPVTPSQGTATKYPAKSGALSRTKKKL
Starred values were filed as active, the others as inactive; i = inactive.

compound | CHT inh | CHT allo act | STK33 kinase inh
CC(C)OC(=O)Cn1nnc2c(cnn2-c2ccccc2)c1=O | i | i | -1.0
CCOc1ccccc1CNC(c1ccccc1)c1ccccc1 | i | i | -1.2
C=CCOc1ccc(/C=N/n2cncn2)cc1OC | i | i | 0.7
COc1ccc([N+](=O)[O-])c(OC)c1C(=O)NC(=O)Nc1nc(C)nc(C)n1 | i | i | -1.3
CN(C)c1ccc(P(=O)(OC2CCCCC2)C(O)c2ccccn2)cc1 (stereo not given) | i | i | 1.3
Cc1cc(C(=O)Nc2ccc(F)cc2C)cs1 | i | i | 0.1
S=c1nc2ccccc2c2nc(-c3ccccc3)[nH]n12 | i | i | -2.1
C=C(C)C1CC=C(C)/C(=N/NC(=S)Nc2ccccc2)C1 (stereo not given) | i | i | -1.3

Going on with the list:
compound | CHT inh | CHT allo act | STK33 kinase inh
CC(=O)Nc1ccc(S(=O)(=O)NCCc2ccccn2)cc1 | i | i | -0.4
O=C(Nc1ccc(C(=O)N2CCCc3ccccc32)cc1)c1cccs1 | i | i | 0.0
COCCN(C(=O)CSc1nnc(-c2ccc(C)cc2)n1N)c1c(N)n(Cc2ccccc2)c(=O)[nH]c1=O | i | i | 0.2
COC(=O)c1ccc(OC)c(Cn2c(=O)n(C)c(=O)c3sccc32)c1 | i | i | -0.4
CSCCC(Nc1ccc(S(=O)(=O)N2CCOCC2)cc1[N+](=O)[O-])C(=O)OCC(=O)NCC(C)C (stereo not given) | i | i | -0.1
O=C(CSc1nnc(NC(=O)c2ccccc2F)s1)NCc1ccco1 | i | i | -0.6
CCOc1ccc(C2OC(=O)Cc3cc(OC)c(OC)cc32)cc1 (stereo not given) | i | i | -0.2
COc1ccc(CCN2C(=O)C(O)=C(C(C)=O)C2c2ccccc2OC)cc1OC (stereo not given) | i | i | 0.4

(more compounds)
compound | CHT inh | CHT allo act | STK33 kinase inh
Cc1cc(N2C(=O)C(=O)/C(=C(/O)c3ccc(F)cc3)C2c2ccc(F)cc2)no1 (stereo not given) | i | i | -2.3
Cc1ccc2c(c1)C(C)CC(C)(C)N2C(=O)NC1CCCCC1 (stereo not given) | i | i | -1.5
Cc1ccc(NC(=O)CN(C)C(=O)CSc2nc3ccccc3c(=O)n2Cc2ccco2)cc1 | i | i | 0.0
C/C(=N\NC(=O)C(N)=O)c1ccc(OC(F)F)cc1 | i | i | -0.7
COc1ccc(Cl)cc1NC(=O)CCN1C(=O)C2C3C=CC(C4CC34)C2C1=O (stereo not given) | i | i | -1.9
CN(NS(=O)(=O)c1ccc(Br)cc1)c1nc(C(F)(F)F)nc2ccccc12 | -5.6* | i | -0.2
CCOC(=O)CC(=O)Nc1ccc(Br)cc1C(=O)O | i | i | -0.4
CCCc1c(C(=O)N/N=C/C(C)=C/c2ccco2)nnn1-c1nonc1N | i | i | -2.4

(cont.)
compound | CHT inh | CHT allo act | STK33 kinase inh
Cc1cccc(-c2n[nH]c(=S)n2/N=C/C=C/c2ccco2)c1 | i | i | 0.2
CCn1c2ccccc2c2cc([N+](=O)[O-])ccc21 | i | i | 0.1
O=C(CN1C(=O)NC2(CCCCC2)C1=O)N1CCN(S(=O)(=O)c2ccc(F)cc2)CC1 | i | i | -0.5
CCOc1ccc(-c2nonc2NC(=O)c2ccco2)cc1 | i | i | -0.9
O=C(O)C1CCCN1C(=O)Oc1ccccc1 (stereo not given) | i | i | -0.9
Nc1ccc2nc(-c3cccs3)[nH]c2c1 | i | i | 0.3
CC(C)(C)C(=O)Nc1c2c(nc3c1CCC3)CCCC2 | i | i | 0.9
O=C(Cn1cnc(S(=O)(=O)N2CCCC2)c1)Nc1ccccc1 | i | i | -1.1

(next part)
compound | CHT inh | CHT allo act | STK33 kinase inh
COc1ccccc1C(=O)Nc1ccc(Oc2ncnc3sc(-c4ccccc4)cc23)cc1 | i | i | 1.7
CCOCc1c(C(=O)OCC(=O)Nc2ccc(C)c(S(=O)(=O)N(C)C)c2)oc2ccccc12 | i | i | 0.6
CCOCCCNS(=O)(=O)c1ccc2c(c1)OCCO2 | i | i | -1.9
Cc1cccn2c(=O)nc(SCC(=O)N3CCCCC3)nc12 | i | i | -1.8
CCN1C(=O)/C(=C\c2ccncc2)SC1=S | i | i | -0.4
COc1ccccc1Cc1noc(-c2cc(Cl)ccc2OC)n1 | i | i | 0.1
CCOC(=O)c1cccc(NC(=O)CN2CCN(c3ccc(OC)cc3)CC2)c1 | i | i | 1.1
COc1ccc(C2NCCc3cc(OC)c(OC)cc32)cc1OC (stereo not given) | i | i | 0.1

2 compounds from above, limited to CHT inh and STK33 kinase inh:
structure | CHT inh | STK33 kinase inh
O=C(O)C1CCCN1C(=O)Oc1ccccc1 (stereo not given) | i | -0.9
COc1ccccc1C(=O)Nc1ccc(Oc2ncnc3sc(-c4ccccc4)cc23)cc1 | i | 1.7

Later entries:
compound | CHT inh | CHT allo act | STK33 kinase inh
Cc1cc(NC(=O)CSC2=NS(=O)(=O)c3cc(Cl)ccc3N2)no1 | i | i | 0.1
Cc1cccn2cc(CCNC(=O)c3cccs3)nc12 | i | i | -0.6
O=C(NC(=S)N1CCN(C/C=C/c2ccccc2)CC1)c1cccnc1 | i | i | 0.6
CCC(=O)c1cn(CC(=O)O)c2ccccc12 | i | i | 1.6
COc1cc2nc(N3CCNCC3)nc(N)c2cc1OC | -8.3* | i | 1.5
O=c1onc(-c2ccccc2)n1-c1cc(Cl)cc(Cl)c1 | i | i | 0.1
Cc1ccc(C(=O)Nc2oc(-c3ccccc3)cc2C#N)cc1 | i | i | 0.0
CCOC(=O)c1c(-c2cccs2)csc1NC(=O)CC(C)C | i | i | -0.5

(next part)
compound | CHT inh | CHT allo act | STK33 kinase inh
COc1ccc(CCN2CC(C(=O)Nc3ccccc3F)CC2=O)cc1OC (stereo not given) | i | i | -0.7
Cn1c(-c2ccc(Cl)cc2)cnc1N | i | i | 2.1
COc1ccc(-n2c(SCC(=O)Nc3ccccc3OC)nc(O)cc2=O)cc1 | i | i | 8.2
CC(=O)[C@@H]1[C@@H](C)N(Cc2ccccc2)C(=O)N[C@H]1c1ccccc1 | i | i | -1.7
COc1ccc(-n2c(-c3ccccc3)nnc2-c2ccc(Cl)cc2)cc1 | i | i | -0.8
Cc1ccc(S(=O)(=O)N2CCC(C(=O)OC(C)C(=O)NCc3ccc4c(c3)OCO4)CC2)cc1 (stereo not given) | i | i | -1.0
CCCCc1cc(=O)oc2c3c(cc(OCC(=O)NCCCO)c12)OC(C)(C)CC3 | i | i | -0.8
CCSc1nnc(NC(=O)COc2ccc3ccccc3c2)s1 | i | i | -0.9

Continued.
compound | CHT inh | CHT allo act | STK33 kinase inh
CSCCC(NS(=O)(=O)c1ccc2ccccc2c1)C(=O)OCC(=O)c1ccc(C(C)C)cc1 (stereo not given) | i | i | -0.7
C=CCN(C(=O)CNC(=O)c1cccs1)C(C(=O)NC1CCCCC1)c1cccnc1 (stereo not given) | i | i | -0.4
O=C(CNC(=O)c1ccncc1)N/N=C/c1ccccc1[N+](=O)[O-] | i | i | -0.6
O=S(=O)(Nc1ccc2c(c1)OCCO2)c1cccc(F)c1 | i | i | -15
COc1ccc(S(=O)(=O)N2CCOCC2)cc1NC(=O)CN1CCC(Cc2ccccc2)CC1 | i | i | -0.1
O=C(Nc1ccc2c(c1)CCCN2C(=O)c1ccccc1)c1ccccc1 | i | i | 2.5
O=C(Nc1ccc(Br)cc1)c1ccc(-n2cnnn2)cc1 | i | i | -1.2
COC(=O)c1ccc(C(=O)OC)c(NC(=O)CSc2ccccn2)c1 | i | i | 0.0

The list goes on:
compound | CHT inh | CHT allo act | STK33 kinase inh
Cc1ccccc1CCN(C(=O)Cn1nnc2ccccc21)C(C(=O)NC(C)(C)C)c1ccsc1 (stereo not given) | i | i | -0.3
CCN(C(=O)COC(=O)c1ccc(S(=O)(=O)N2CCCc3ccccc32)cc1)C1CCS(=O)(=O)C1 (stereo not given) | i | i | -2.5
O=C(N/N=C/c1ccc(-c2ccc([N+](=O)[O-])cc2)o1)[C@H]1C[C@@H]1c1ccccc1 | i | i | -1.4
CC(C)(C)c1cc(NC(=O)Nc2ccc(Cl)cc2Cl)no1 | i | i | -0.8
COc1ccc(-n2c(=S)[nH]c3cc(C(=O)NCc4ccc(F)cc4)ccc3c2=O)c(OC)c1 | i | i | 0.2
CN(CCc1ccccc1)c1ccc([N+](=O)[O-])cn1 | i | i | -0.7
O=[N+]([O-])c1ccc(N=Nc2ncc[nH]2)cc1 | i | i | -1.6
Cc1cc(NCCCn2ccnc2)n2c(nc3ccccc32)c1C#N | i | i | 0.9

Brought forward from above: 6 entries, then new ones.
compound | CHT inh | CHT allo act | STK33 kinase inh
O=C(N/N=C/c1ccc(-c2ccc([N+](=O)[O-])cc2)o1)[C@H]1C[C@@H]1c1ccccc1 | i | i | -1.4
CC(C)(C)c1cc(NC(=O)Nc2ccc(Cl)cc2Cl)no1 | i | i | -0.8
COc1ccc(-n2c(=S)[nH]c3cc(C(=O)NCc4ccc(F)cc4)ccc3c2=O)c(OC)c1 | i | i | 0.2
CN(CCc1ccccc1)c1ccc([N+](=O)[O-])cn1 | i | i | -0.7
O=[N+]([O-])c1ccc(N=Nc2ncc[nH]2)cc1 | i | i | -1.6
Cc1cc(NCCCn2ccnc2)n2c(nc3ccccc32)c1C#N | i | i | 0.9
COc1ccc(N2C(=O)C3CCCN3C2c2ccccc2OC)cc1 (stereo not given) | i | i | 0.9
CC(=O)Nc1ccccc1C(=O)C(=O)Nc1ccc(C)c(C)c1 | i | i | 0.1
COc1ccc(OC)c(NC(=O)CC2SC(=NCc3ccccc3)NC2=O)c1 (stereo not given) | i | i | 0.9
CCC(=O)N1N=C(c2ccc(C)cc2)CC1c1ccco1 (stereo not given) | i | i | -0.6
CC(=O)NC1(c2nnnn2CCOC(=O)Nc2ccc(Cl)cc2)CCCCC1 | i | i | -0.3
COc1cccc(C2C3=C(N=C4SCC(=O)N42)c2ccccc2CC3)c1OC (stereo not given) | i | i | -0.1
CN(C)S(=O)(=O)c1cccc(NC(=O)c2ccncc2)c1 | i | i | 0.3
CC1CN(C2CCN(S(=O)(=O)c3ccc4ccccc4c3)CC2)CC(C)O1 (stereo not given) | i | i | -0.9

Later entries:
compound | CHT inh | CHT allo act | STK33 kinase inh
C[C@]12CC[C@@H]3c4cc(O)c(O)cc4CC[C@H]3[C@@H]1CC[C@@H]2O | i | i | -1.9
CCn1c(SCC(=O)N/N=C/c2ccccc2OCC(=O)O)nnc1-c1ccc(C(C)(C)C)cc1 | i | i | -1.8
Cc1ccc(-n2[nH]c(C)c(/C=N/n3c(C)nc4ccccc4c3=O)c2=O)cc1 | i | i | -1.2
CCNC(=O)CC1C(=O)N(c2ccc(F)cc2)C(=O)N1CCC(C)C (stereo not given) | i | i | 0.3
COc1cccc(NC(=O)C(NCCc2ccc(S(N)(=O)=O)cc2)c2ccccc2)c1 (stereo not given) | i | i | -1.2
CCNC(=O)C1CCCN1S(=O)(=O)c1ccc2ccccc2c1 (stereo not given) | i | i | -0.7
CC(C)CNC(=O)C1C2C=CC(C2)C1C(=O)O (stereo not given) | i | i | 0.4
Cc1ccc(S(=O)(=O)N(C)c2ccc(OCC(=O)Nc3nc4c(ccc5ccccc54)s3)cc2)cc1 | i | i | -0.4

(further entries)
compound | CHT inh | CHT allo act | STK33 kinase inh
CN(C)CCCNC(=O)C1CCNCC1 | i | i | -0.2
Cc1ccc(NCc2nnc(SCc3ccc(C#N)cc3)n2Cc2ccco2)c(C)c1 | i | i | -1.2
COc1ccc(C2/C(=C(/O)c3ccc(C)cc3)C(=O)C(=O)N2c2ccccn2)cc1 (stereo not given) | i | i | -0.5
Cc1cc(Oc2ccc(C#N)cc2)nc(N2CCOCC2)n1 | i | i | -0.4
Cc1cccc(N2C(=O)N3[C@H](c4ccc(F)cc4)[C@@H]4C(=O)N(C5CCCCC5)C(=O)[C@@H]4[C@]3(Cc3ccccc3)C2=O)c1 | i | i | -0.6
Cc1cc(C)nc(N(C#N)Cc2ccccc2)n1 | i | i | 0.9
CNC(=O)c1sc2nc(-c3ccc(OC)cc3)cn2c1C | i | i | 0.7
CSCCC(NC(=O)c1occc1C)C(=O)O (stereo not given) | i | i | 0.2

Later entries
compound | CHT inh | CHT allo act | STK33 kinase inh
CC(=O)c1sc(NC(=O)C2(F)C(F)(F)C(F)(F)C(F)(F)C(F)(F)C2(F)F)nc1C | i | i | 0.2
COC(=O)C1(C)NC(c2cccc(C)c2)C2C(=O)N(c3ccc(F)cc3)C(=O)C21 (stereo not given) | i | i | -1.9
COCCNC(=O)C(c1ccc(C)o1)N(C(=O)c1snc(C(N)=O)c1N)c1ccc(C)cc1 (stereo not given) | i | i | -0.4
CN1CC(=O)N(CC(=O)Nc2ccc(Br)cc2F)C1=O | i | i | -0.1
CCCCCCC1CC(=O)NC(=S)N1 (stereo not given) | i | i | -0.4
c1ccc(CNc2nc(N3CCOCC3)nc(N3CCOCC3)n2)cc1 | i | i | -0.3
CC(=O)c1ccc(NC(=O)Cn2nc(C)c([N+](=O)[O-])c2C)cc1 | i | i | -2.1
CCC(=O)Nc1ccc2c(c1)Cc1cc(NC(=O)CC)ccc1-2 | i | i | 0.3

(more compounds)
compound | CHT inh | CHT allo act | STK33 kinase inh
CC(C(=O)OCC(=O)c1cccc([N+](=O)[O-])c1)N1C(=O)C2C3CCC(C3)C2C1=O (stereo not given) | i | i | -1.8
O=C(Cn1cnc2sc(-c3ccccc3)cc2c1=O)N1CCOCC1 | i | i | -2.3
Cc1ccc(S(=O)(=O)N2CCCN(C)CC2)cc1 | i | i | 0.8
Cc1ccc(NC(=S)N(CCCN(C)C)Cc2cc3cc4c(cc3[nH]c2=O)OCO4)cc1 | i | i | 0.2
CCOC(=O)CSc1n[nH]c(NC(=O)c2ccc(F)cc2)n1 | i | i | -0.3
Cc1csc(NC(=O)CCC(=O)N(CC(=O)NC2CCCC2)c2ccccc2)n1 | i | i | -0.1
